Screens deposited in PubChem BioAssay by several laboratories.
HTRA1 inh = inhibitors of human serine peptidase HTRA1; Q92743; recombinant HTRA1, FP-rhodamine activity-based probe, fluorescence polarization; inhibition, % at 5.96 µM; 340,000 compounds, 0.5% hits; in the data active = inhibition above about 36%;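 note: 0% = enzyme with DMSO and 100% = wells lacking enzyme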
Target sequence (Q92743 whole entry, looked up): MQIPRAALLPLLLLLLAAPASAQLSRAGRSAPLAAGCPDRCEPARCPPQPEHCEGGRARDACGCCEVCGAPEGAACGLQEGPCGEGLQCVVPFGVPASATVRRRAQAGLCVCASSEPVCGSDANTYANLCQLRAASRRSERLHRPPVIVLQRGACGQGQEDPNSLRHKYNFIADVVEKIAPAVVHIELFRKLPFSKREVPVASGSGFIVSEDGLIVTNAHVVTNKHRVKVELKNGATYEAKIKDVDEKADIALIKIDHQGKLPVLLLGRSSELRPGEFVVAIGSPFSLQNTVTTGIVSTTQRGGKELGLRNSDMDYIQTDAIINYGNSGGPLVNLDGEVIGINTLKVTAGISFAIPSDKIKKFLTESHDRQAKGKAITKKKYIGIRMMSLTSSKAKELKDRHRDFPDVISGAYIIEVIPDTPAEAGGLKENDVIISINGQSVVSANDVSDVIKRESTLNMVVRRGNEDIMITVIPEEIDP
TDP2 absorb = TDP2 (human) inhibition, absorbance primary screen. inhibition, % at 12.8 µM. recombinant TDP2, T5PNP hydrolysis, p-nitrophenol absorbance 415 nm. 370,000 compounds, 0.34% hits. AID 720702. O95551;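 active = inhibition above the mean of all tested compounds plus 3 SD, set per campaign, cut at about 25% in these data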;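 note: 0% = DMSO with enzyme and 100% = buffer with substrate but no TDP2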
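Test system: human TDP2 enzyme; Input: 120 nM TDP2 per well; Buffer or medium: Mg2+-containing Tris-HCl buffer, pH 7.5; Reagent: 5 mM T5PNP; Dosing: 12.8 µM single point, 1% DMSO; Incubation: reaction 2 h, 37 °C; Detection: p-Nitrophenol epi absorbance; Read-out: % inhibition relative to enzyme-containing and enzyme-free wells; Replicates: single well per compound.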
ABHD4 inh = inhibits mouse alpha/beta hydrolase domain 4; purified mABHD4, FP-Rh probe fluorescence polarization; inhibition, % at 8.92 µM; 370,000 compounds, 0.54% hits;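 active = inhibition exceeding the mean over every tested compound plus 3 SD, cut at about 30% in these data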;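 note: 0% = plate median of compound wells and 100% = S159A mutant with DMSO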
Target sequence (Q8VD66 whole entry, looked up, the tested form may be a part): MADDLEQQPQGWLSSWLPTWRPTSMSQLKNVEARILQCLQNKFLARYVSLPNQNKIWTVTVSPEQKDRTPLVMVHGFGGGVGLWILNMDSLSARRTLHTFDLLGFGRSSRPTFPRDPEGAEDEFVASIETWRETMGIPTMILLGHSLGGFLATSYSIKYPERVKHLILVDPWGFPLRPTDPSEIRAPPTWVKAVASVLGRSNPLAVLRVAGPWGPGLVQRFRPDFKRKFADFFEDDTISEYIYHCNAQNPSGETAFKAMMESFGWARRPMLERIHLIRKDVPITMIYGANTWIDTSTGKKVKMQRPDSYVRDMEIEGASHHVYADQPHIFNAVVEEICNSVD
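Test system: mABHD4 protein | Buffer or medium: HEPES pH 7.0 buffer, 150 mM NaCl, 0.01% Pluronic F-127 | Probe or stimulus: FP-Rh fluorescent activity-based probe, added after compound pre-incubation | Timing: Pre-incubation 45 min, probe exposure 60 min, at 25 °C | Technique: Fluorescence polarization, excitation 525 nm, emission 598 nm, BODIPY TMR filters | Repeats: Single well per compound (singlicate)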
Rev-erbA mod = modulates human Rev-erb alpha binding to DNA; P20393; Rev-erbα–FITC-DNA binding, fluorescence polarization, 90 min; activity, % at 10 µM; 370,000 compounds, 0.79% hits; AID 1259318;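 active = activity above about 14%, limit read from the data; passing the limit was not always enough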;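 note: 0% = DMSO wells with 35 nM protein and 100% = DMSO wells with 750 nM protein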
LEDGF integ inh = blocks HIV-1 LEDGF/p75-dependent DNA integration; TR-FRET IN-LEDGF/p75 DNA integration, Eu/Cy5; inhibition, % at 3.7 µM; 370,000 compounds, 0.64% hits;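 active = inhibition above the screen-wide mean plus 3 SD, cut at about 13% in these data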;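 note: signal is the Cy5 over europium emission ratio at 671 and 618 nm; 0% = plate median of compound wells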
TCR-CD3 inh = blocks the human TCR-CD3 interaction; TAMRA-labeled TCR probe fluorescence, biochemical; inhibition, % at 9.4 µM; 360,000 compounds, 0.37% hits; in the data active = inhibition above about 19%;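 note: recombinant mutant TCR 2C K166C tagged with TAMRA read by polarization; 0% = receptor in buffer alone and 100% = receptor with positive control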
PG9 Ab binder = small molecules binding HIV-1 gp120 antibody PG9; 360,000 compounds, 0.43% hits; AID 624416; inhibition, % at 6.7 µM; TR-FRET gp120-PG9 antibody binding; in the data active = inhibition above about 8.5%
SIAE primary = inhibitors of human sialic acid acetylesterase SIAE. Q9HAT2. SIAE FP-Rh probe binding, fluorescence polarization. inhibition, % at 9.66 µM. 370,000 compounds, 0.69% hits. AID 1053197;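 active = inhibition above a cutoff: mean of compounds within the control limits plus 3 SD of those, cut at about 17% in these data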;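 note: 0% = plate median of compound wells and 100% = probe without SIAE protein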
rCAG RNA binder = binds r(CAG) RNA repeats | r(CAG) RNA repeat, TO-PRO-1 dye displacement fluorescence | inhibition, % at 3 µM | 370,000 compounds, 1.3% hits | AID 651821;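 active = inhibition above the plate cutoff, the mean of all test compounds on that plate plus 3 SD, cut at about 35% in these data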;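 note: 0% = DMSO alone and 100% = 100 µM mitoxantrone as full dye displacement; higher means more dye released from RNA so lower well fluorescence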
PRMT1 FP inh = PRMT1 (human) inhibition, primary screen. recombinant PRMT1, activity-based probe fluorescence polarization. 370,000 compounds, 1.3% hits. inhibition, % at 2.79 µM;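 active = inhibition above about 21% made by adding two undisclosed values, limit read from the data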
Active calls of the source: *; x = no result given.

Molecule	ABHD4 inh	TDP2 absorb	LEDGF integ inh	Rev-erbA mod	PG9 Ab binder	rCAG RNA binder	SIAE primary	HTRA1 inh	PRMT1 FP inh	TCR-CD3 inh
O=C1CC(C(=O)N2CCc3ccccc32)CN1c1ccc(F)cc1 (configuration not stated)	3	13	-1	3	-1.1	0	1	-4	1	1
CCOC(=O)c1ccc(-c2c(-c3ccc4c(c3)OCO4)noc2-c2ccsc2)cc1F	5	-11	2	0	2.6	4	-1	9	0	2
Cc1ccc(C)c(NC(=O)CCC(=O)N/N=C2/CC(=O)CC(C)(C)C2)c1	-9	-8	9	0	-0.3	-2	-1	2	0	-1
CCc1ccc(OCC2c3cc(OC)c(OC)cc3CCN2C(=S)NCCOC)cc1 (configuration not stated)	-21	-15	-3	3	0.6	4	2	-17	4	-4
CN(c1ccccc1)c1nc(N)c([N+](=O)[O-])c(NCc2ccccc2)n1	-2	10	0	16	-2.3	-1	-7	-34	-5	6
CN1CCN(NC(=O)/C=C/c2cccc(Cl)c2)CC1	12	4	-1	-6	0.9	-2	1	-1	1	1
O=C(Nc1ccccn1)c1c(O)c2cccc3c2n(c1=O)CCC3	3	-2	2	32*	0.7	0	-3	-1	-2	-3
O=C(c1ccco1)N1CCN(C(c2ccccc2F)c2nnnn2Cc2cccs2)CC1 (configuration not stated)	0	5	1	1	0.9	-8	3	1	-3	-1
Cc1ccc(C(=O)NCCNC(=O)Cc2ccccc2)cn1	-2	8	-1	5	-2.2	0	-5	0	-4	4
N#Cc1c(-c2ccccc2)nc(-c2ccccc2)[nH]c1=O	-4	-1	-2	-2	-0.4	4	-1	-3	1	3
COc1ccc(N)cc1C#N	-3	-3	8	3	-0.2	4	3	0	-4	0
Cc1nnc(NC(=O)CSc2nccn2Cc2ccccc2)s1	-5	-7	7	2	-1.3	-1	-5	0	-1	7
Cc1csc2nc3cc(C(N)=O)ccc3c(=O)n12	-2	-2	2	-5	-0.1	1	1	2	-1	-8
COc1cc([N+](=O)[O-])cc(/C=N/NC(=O)Cn2cncn2)c1O	1	-19	-6	6	-2.8	-10	2	-1	3	-10
CCOC(=O)CSc1nnc(C2CCCCC2)n1C	-10	-20	-1	3	-0.1	2	1	3	5	-3
COC(=O)c1ccc(NC(=O)[C@H](C)NC(N)=O)cc1	4	14	-5	3	-0.2	-1	-3	-6	2	-8
Nc1nc(-c2ccco2)cs1	19	9	6	-2	0.9	1	0	1	8	-2
CCc1ccc(NC(=O)Cc2ccc(NC3=NC4CS(=O)(=O)CC4S3)cc2)cc1 (configuration not stated)	-2	-9	-1	-4	-1.2	6	-1	-7	3	-10
CC(=O)Nc1ccc(CN2CCN(C3CCCC3)C(CCO)C2)cc1 (configuration not stated)	-2	-1	4	-6	-1.0	-2	4	4	-5	-1
NNC(=O)c1cccc(O)c1	-2	-2	-1	6	-1.1	0	-3	-4	-3	5
CCc1ccc(C(O)c2ncc(-c3cccc4ccccc34)[nH]2)cc1 (configuration not stated)	0	1	-1	1	-0.2	2	-1	x	-3	2
O=C(NC1CCCCC1)c1cccc2c1C(=O)c1ccc(N3CCC(Cc4ccccc4)CC3)cc1S2(=O)=O	-1	-2	2	9	-1.2	-12	-13	-20	10	2
Cc1ccc(/C(N)=N/OC(=O)Cc2cccs2)cc1	-3	1	-2	-2	0.6	-1	-2	-9	-1	2
CCC[C@@H]1C=C(C(=O)OCC)[C@H](c2ccccc2)N1S(=O)(=O)c1ccc(C)cc1	-10	-7	-1	0	0.2	1	6	x	2	-2

3 of the entries above in order of the TCR-CD3 inh value, lowest first:
| canonical_smiles | ABHD4 inh | TDP2 absorb | LEDGF integ inh | Rev-erbA mod | PG9 Ab binder | SIAE primary | HTRA1 inh | PRMT1 FP inh | TCR-CD3 inh |
| --- | --- | --- | --- | --- | --- | --- | --- | --- | --- |
| Nc1nc(-c2ccco2)cs1 | 19 | 9 | 6 | -2 | 0.9 | 0 | 1 | 8 | -2 |
| O=C(NC1CCCCC1)c1cccc2c1C(=O)c1ccc(N3CCC(Cc4ccccc4)CC3)cc1S2(=O)=O | -1 | -2 | 2 | 9 | -1.2 | -13 | -20 | 10 | 2 |
| NNC(=O)c1cccc(O)c1 | -2 | -2 | -1 | 6 | -1.1 | -3 | -4 | -3 | 5 |

Other compounds.
Molecule	ABHD4 inh	TDP2 absorb	LEDGF integ inh	Rev-erbA mod	PG9 Ab binder	rCAG RNA binder	SIAE primary	HTRA1 inh	PRMT1 FP inh	TCR-CD3 inh
O=C(NCC1CCCO1)C(Cc1ccccc1)N1C(=O)C2C3C=CC(C4CC34)C2C1=O (configuration not stated)	2	-13	2	-5	0.3	-1	-8	-7	-1	0
CCOC(=O)Cc1csc(NC(=O)c2cnc3sc(C)cn3c2=O)n1	9	1	-1	-3	-0.5	2	-5	0	0	2
CCN(CC)C(=O)C12C(=O)Oc3ccccc3C1C2(C)C(=O)c1ccc(F)cc1 (configuration not stated)	-6	-18	-5	1	-1.5	-5	-1	2	6	-4
CCOc1ccc(Cl)cc1CN1CCOCC1	7	7	0	0	1.7	-5	1	8	0	1
Cc1oc(-c2ccc(Cl)cc2)nc1CN1CCC(C(=O)NCCCN2CCCC2=O)CC1	4	1	3	0	-0.4	-6	-3	-3	-4	5
O=C(CCc1ccccc1)N/N=C/c1cccc([N+](=O)[O-])c1	-2	6	-5	-1	0.8	-1	-6	-16	5	-2
S=C1NCCc2ccc(Cl)cc2C1c1ccccc1 (configuration not stated)	-15	3	2	0	-1.3	-1	-2	-27	0	13
CCCNC(=O)COC(=O)c1ccccc1OCc1ccc(Cl)cc1	-4	4	0	2	0.0	-4	0	-4	0	3
O=C(Oc1ccccc1/C=C\C(=O)c1cc2ccccc2o1)c1cccc(F)c1	-23	-13	0	-4	-1.0	7	-14	-29	6	-5
CC(C)C(c1nnnn1Cc1ccccc1)N(Cc1ccco1)Cc1cccs1 (configuration not stated)	-11	3	-1	-3	-0.4	1	-1	-24	-4	-5
CCOc1ccc(C(=O)NCC(=O)OCc2c(C)noc2C)cc1	-9	8	1	-1	-1.8	-3	6	4	0	3
COc1ccc(CNC(=O)c2cc3cc(OC)ccc3oc2=O)cc1	1	-14	-6	1	-1.4	-3	1	-2	2	-5
COC(=O)c1c(NC(=O)C2CC=CCC2C(=O)O)sc(C)c1C (configuration not stated)	2	11	-1	-6	-0.1	8	2	-3	0	-8
CC(C)CCOCC(O)CCC(=O)NNC(=S)Nc1ccccc1 (configuration not stated)	1	2	-1	-11	0.6	-2	8	0	-1	-1
CCOc1ccc(OCC(=O)OCC(=O)Nc2ccccc2C#N)cc1	4	14	2	-4	-0.7	-2	11	-4	0	8
CCOC(=O)Cn1cnc2c(nnn2Cc2ccc(Cl)cc2)c1=O	3	3	1	-7	0.2	-4	3	2	-1	-2
CC1(C(=O)Nc2cccc(C(F)(F)F)c2)Cc2c(-c3ccc4c(c3)OCO4)ccnc2O1 (configuration not stated)	-1	-4	0	12	0.4	3	-8	x	-1	2
Cc1cc(C)c2c(c1)-c1c(ssc1=S)C(C)(C)N2C(=O)CSc1nncn1C	-5	-14	2	3	-0.9	-7	4	2	8	3
CCn1nc(C)c(CN2CCCC(CNS(=O)(=O)c3ccc(OC)cc3)C2)c1C (configuration not stated)	-14	-11	-2	-3	2.0	-5	6	2	5	5
CC(=O)Oc1cc2c(c3ccccc13)CCC2=O	4	-2	1	-4	-2.6	4	6	8	0	1
CC(C)C(NC(=O)c1ccc(Cl)cc1Cl)C(=O)N1CCC1 (configuration not stated)	-1	5	1	1	-2.5	-1	-1	1	-3	-5
CN(C)C1=NC[C@H](Cc2ccccc2)N1CC1CCCC1	4	-1	-2	-1	-0.6	2	4	3	1	7
CCN=C1SC(C(=O)Nc2cccc(Cl)c2)CC(=O)N1CC (configuration not stated)	-5	-14	2	6	1.5	-5	-1	-7	-10	1
C#CCOCCOCCOCCNc1nc(N2CCN(C(=O)Cn3cc(CCCCN)nn3)CC2)nc(N2CCN(C(=O)[C@H](CCCCN)n3cc(CCCC)nn3)CC2)n1	4	-3	3	0	-2.5	10	5	-5	-1	3
O=C(Nc1ccc(Nc2ccccc2)cc1)C1CC1	13	7	0	5	-4.7	4	3	17	0	-2
Cc1oc2ccc(OCc3ccc(Cl)cc3)cc2c1C(=O)O	-10	-6	4	-1	-1.6	21	-4	-17	-7	1
CCOC(=O)C1CCCN(C(=O)C2CCN(S(=O)(=O)c3cccs3)CC2)C1 (configuration not stated)	4	-16	2	1	-0.1	1	-2	-5	0	1
CCOC(=O)Cc1csc(SCC(=O)N2CCN(c3ccccc3)CC2)n1	-8	-10	4	6	-1.6	2	-4	6	-7	-4
COc1ccc2nc3oc(C(=O)N4CCN(c5ccccc5F)CC4)cc3cc2c1	0	2	0	0	-1.0	2	0	1	-2	3
Cc1ccc(NC(=O)c2cc(NC(=O)CCCC(=O)O)ccc2Cl)cc1Cl	-9	-7	3	-2	-1.6	19	5	-6	0	3
COc1ccc(C)cc1NC(=O)CCCN1C(=O)CN(C)C1=O	10	9	-1	-2	1.7	0	1	4	6	-2
COc1ccc(S(=O)(=O)n2c(N)nc3ccccc32)cc1	-1	0	-3	10	0.2	0	0	x	-1	-4
COc1ccc(CCNC(=O)C2CCCN(C(=O)N(C)C)C2)c(OC)c1 (configuration not stated)	9	-10	1	-2	0.5	-6	-2	2	2	-6
COc1cccc(NC(=S)NC(=O)Cc2ccccc2)c1	-4	13	2	-1	-0.3	-2	-6	-21	-1	-5
Cc1[nH]nc2c1C(c1ccccn1)N(c1ccc(Br)cc1)C2=O (configuration not stated)	5	4	-3	4	1.4	-4	-3	8	4	-4
COc1cc(C(=O)NC(=S)N2CCN(C)CC2)cc(OC)c1OC	6	0	0	8	-2.4	-1	4	2	-2	10
COc1ccccc1NS(=O)(=O)c1ccc(NC(=O)CCNC(=O)c2ccco2)cc1	2	1	-2	0	-1.2	4	1	-7	2	5
O=c1c(Oc2ccccc2Br)c(C(F)(F)F)oc2c(CN3CCCC3)c(O)ccc12	7	-3	1	-3	-0.4	-1	1	-2	-2	-3
O=C(c1cc(N2C(=O)C3C4CCC(C4)C3C2=O)ccc1Cl)N1CCN(c2ccccc2)CC1 (configuration not stated)	2	2	1	-2	1.1	-7	-4	-4	-2	5
COc1cc(/C=C2\NC(=S)NC2=O)ccc1OCc1cccc(C(=O)O)c1	-9	-7	-3	1	-3.2	31	-9	-4	11	4
COc1ccc(/C=C(/NC(=O)c2ccccc2)c2nc3ccccc3[nH]2)cc1OC	-12	1	-2	-1	0.0	8	-5	-1	6	-14
O=C(CSc1nnc(COc2ccccc2F)n1-c1ccccc1)NCc1ccco1	-4	-10	1	1	-0.2	18	8	-4	3	-3
c1ccc2c(COn3nnc4ccccc43)cccc2c1	-9	-3	-2	9	-2.8	1	1	-12	-1	5

Not all compounds are listed, so the mix of outcomes need not match the whole.
